High-throughput results (PubChem)
FEN1 inh: qHTS Assay for the Inhibitors of Human Flap endonuclease 1 (FEN1) | P39748 | Recombinant FEN1 flap cleavage, fluorescence, 15 min | Potency, µM (top dose mostly 114 µM), for the others: top-dose activity change, negative = inhibition, hits mostly inhibitors | 390,000 tested, 0.35% active | AID 588795, 2011; note: nearly all actives have a fitted effect of over 65% in size
Target sequence (P39748 whole entry, looked up): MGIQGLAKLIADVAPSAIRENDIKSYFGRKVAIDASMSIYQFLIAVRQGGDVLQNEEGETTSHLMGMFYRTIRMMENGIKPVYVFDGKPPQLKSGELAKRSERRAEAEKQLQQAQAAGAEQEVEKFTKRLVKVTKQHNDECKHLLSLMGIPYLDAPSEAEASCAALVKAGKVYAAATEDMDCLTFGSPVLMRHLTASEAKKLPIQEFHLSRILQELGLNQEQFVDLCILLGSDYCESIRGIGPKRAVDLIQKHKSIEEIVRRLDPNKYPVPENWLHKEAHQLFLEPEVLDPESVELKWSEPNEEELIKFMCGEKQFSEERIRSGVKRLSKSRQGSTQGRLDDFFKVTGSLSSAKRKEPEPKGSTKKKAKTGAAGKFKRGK
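Steps: FEN1 (10 nM) dispensed; compound added by pin tool; 15 min at room temperature; substrate added to 50 nM final; reads at 0 min and 15 min; data normalized and fitted (four-parameter Hill).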
TDP1 block: qHTS Assay for Inhibitors of Tyrosyl-DNA Phosphodiesterase (TDP1); Potency, µM (doses to about 130 µM), for inactives: at the highest dose activity change, negative = inhibition, usual class: inhibitors; Tyrosyl-DNA phosphodiesterase 1 (Homo sapiens), Q9NUW8; recombinant TDP1, AlphaScreen DNA substrate cleavage; 350,000 tested, 0.28% active; note: nearly all actives have a fitted effect of over 40% in size
Target sequence (Q9NUW8 whole entry, looked up): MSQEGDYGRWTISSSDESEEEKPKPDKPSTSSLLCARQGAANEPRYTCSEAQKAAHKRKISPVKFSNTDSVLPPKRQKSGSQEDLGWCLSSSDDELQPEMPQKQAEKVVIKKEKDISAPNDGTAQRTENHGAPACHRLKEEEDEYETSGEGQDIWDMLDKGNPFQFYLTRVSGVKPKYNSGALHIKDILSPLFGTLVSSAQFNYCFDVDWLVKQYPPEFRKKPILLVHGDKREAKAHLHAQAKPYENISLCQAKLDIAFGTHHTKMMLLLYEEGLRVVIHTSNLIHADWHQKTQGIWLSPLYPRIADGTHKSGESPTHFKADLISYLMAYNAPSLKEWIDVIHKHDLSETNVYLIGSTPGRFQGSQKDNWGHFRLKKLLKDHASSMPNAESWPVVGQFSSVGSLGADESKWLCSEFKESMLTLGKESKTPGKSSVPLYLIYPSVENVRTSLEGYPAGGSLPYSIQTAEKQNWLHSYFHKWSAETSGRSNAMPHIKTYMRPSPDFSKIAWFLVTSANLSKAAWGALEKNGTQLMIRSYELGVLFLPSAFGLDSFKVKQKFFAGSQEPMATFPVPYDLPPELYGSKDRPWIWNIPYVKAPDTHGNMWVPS
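Signal: AlphaScreen proximity between streptavidin donor and anti-FITC acceptor beads on intact substrate. Reaction: Tdp1 1 nM, substrate 15 nM final, 5 min RT after 15 min compound preincubation.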
N370S GC: qHTS Assay for Inhibitors and Activators of N370S glucocerebrosidase as a Potential Chaperone Treatment of Gaucher Disease; N370S GC spleen homogenate, 4MU-glucoside fluorescence; Lysosomal acid glucosylceramidase (Homo sapiens), P04062; Potency, µM (highest dose often 59.4 µM), for the others: at the top dose activity change, negative = inhibition, usual class: inhibitors; 330,000 tested, 0.092% active;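 note: 0% = full enzyme activity and -100% = no enzyme basal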
Active calls of the source: *; & = joins results of further samples; [ ] = dose if it differs, or a comment. Calls come from the whole dose curve; as a rule, active = well fitted curve in the direction sought with a large enough effect; inconclusive = small, poorly fitted or top-dose-only effect, or another doubt; inactive = no such curve, though single readings can be large; an effect the other way counts as inactive or inconclusive. Unless noted, % is set by controls: 0 for no effect and ±100 for the full control effect; potency is the fitted concentration of half-maximal effect.

Screening COc1cc(OC)cc(C(=O)NCC(=O)N2CCCCC2)c1 returned FEN1 inh -7%, TDP1 block -2% and N370S GC 5%.
`Cc1ccc(N2CC(C(=O)N3CCC(C(=O)Nc4nncs4)CC3)CC2=O)cc1` (stereo not given) gave FEN1 inh -5%, TDP1 block 15% and N370S GC -7%.
COc1ccc(Cl)c2sc(N(CCN(C)C)C(=O)CCS(=O)(=O)c3ccc(C)cc3)nc12 was read as FEN1 inh -13%, TDP1 block -14%[0.505 µM] and N370S GC inconclusive.
Screening CCOc1ccc(S(=O)(=O)NCCc2sc(-c3ccc(C)cc3)nc2C)cc1 returned FEN1 inh -5% and TDP1 block 10%.
`Cc1cccc(NC(=O)NCc2cccnc2)c1C` gave FEN1 inh 19%, TDP1 block 3% and N370S GC -2%.
`CCN(Cc1ccccc1)C(=O)C1CCC(CNS(=O)(=O)c2ccc3c(c2)CCCC(=O)N3)CC1` (stereo not given) gave FEN1 inh -3% and TDP1 block 8%.
For C=C(C(C)=O)C(O)c1cccc(Br)c1 (stereo not given) the results were TDP1 block 1% and N370S GC 0%.
Screening CCOc1ccc(-c2nc(-c3ccc(OC)c(OC)c3)no2)cc1OCC returned TDP1 block 4% and N370S GC -1%.
`CC1CCCCN1C/C=C/c1ccccc1[N+](=O)[O-]` (stereo not given) gave FEN1 inh -8%, TDP1 block 3% and N370S GC 9%.
Screening O=C(COc1ccccc1Cl)Nc1ccc(OCc2cc(=O)n3ccsc3n2)cc1 returned FEN1 inh -7% and TDP1 block 1%.
Screening CCN(CC)c1ccc(C(=O)NNC(=O)CNC(=O)c2cccs2)cc1 returned FEN1 inh 17% and TDP1 block 3%.
For O=C(NCC(=O)N(c1ccc2c(c1)OCO2)C(C(=O)NC1CCCC1)c1ccncc1)c1ccco1 (stereo not given) the results were FEN1 inh -4% and N370S GC 3%.
CC(C)CN1CCNC(=O)C1CC(=O)NCCc1cnn(-c2ccccc2)c1 (stereo not given) was read as FEN1 inh 0%, TDP1 block 5% and N370S GC 3%.
`COc1ccc(NC(=S)N2CCC(c3nc4ccccc4[nH]3)CC2)c(OC)c1` gave FEN1 inh -18%, TDP1 block -4% and N370S GC 2%.
Screening CCc1nc2ccccc2c(C(=O)O)c1C returned FEN1 inh -8%, TDP1 block 2% and N370S GC 1%.
CCCC(=O)N(Cc1cc(=O)[nH]c2ccccc12)c1ccc(C)cc1 was read as FEN1 inh 0% and N370S GC -12%.
O=c1[nH]c2ccc([N+](=O)[O-])cc2nc1/C=C(\O)c1ccccc1 was read as FEN1 inh 13% and N370S GC 12%.
For Cc1ccccc1NC(=O)c1ccccc1NC(=O)c1ccco1 the results were FEN1 inh -1%, TDP1 block 2% and N370S GC 2%.
`CCCCCC(=O)NNC(=O)c1ccc(-c2ccccc2)cc1` gave FEN1 inh 1%, TDP1 block -1% and N370S GC -13%.
`COc1ccc(CNC(=O)c2ccc3c(=O)n(CCCN4CCCC4=O)c(=S)[nH]c3c2)cc1` gave FEN1 inh -1%, TDP1 block 8% and N370S GC -1%.
COc1ccc(-c2nc(NC(=O)c3[nH]c(C)c(C(C)=O)c3C)sc2C)cc1 was read as FEN1 inh inconclusive, TDP1 block 10% and N370S GC -3%.
Screening O=C(O)C1CCCN1 (stereo not given) returned TDP1 block 6% and N370S GC -9%.
CCCCC#CC1C=CC(OC(C)=O)C(COC(C)=O)O1 (stereo not given) was read as TDP1 block 1%[21 µM] and N370S GC 5%[12.8 µM].
Screening COC(=O)c1cccc(COC(=O)c2ccc(CS(=O)(=O)c3ccc(C)cc3)cc2)c1 returned FEN1 inh -21%, TDP1 block 0% and N370S GC 19%.
`CCCCCC(=O)N1CCN(c2ccc(C(C)=O)cc2F)CC1` gave FEN1 inh 22%, TDP1 block -3% and N370S GC 1%.
For C/C(CCN1CCc2nc(-c3ccccc3)c(-c3ccccc3)cc2C1)=N\O[C@@H](C)CN1CCCCc2nc(C)c(C)cc21 the results were TDP1 block 5%[21 µM] and N370S GC -6%[12.8 µM].
Screening CN1CCN(S(=O)(=O)c2ccc(Cl)c3ccccc23)CC1 returned FEN1 inh -11%, TDP1 block 6% and N370S GC -8%.
`COc1cc(/C=N/NC(=O)c2ccc(NC(=O)C3CC3)cc2)ccc1OC(C)=O` gave FEN1 inh -1%, TDP1 block 1%[56.1 µM] and N370S GC 0%.
`CCOc1ccc(NC(=O)CN(C)C(=O)CCCc2nc3ccccc3c(=O)[nH]2)cc1OCC` gave FEN1 inh 0% and N370S GC -7%.
For CCCCCCCCCOC(=O)C[n+]1csc(CCO)c1C the results were FEN1 inh -12%, TDP1 block -3% and N370S GC -9%.
Screening COC(=O)c1ccc(CN2CCCC(C(=O)c3cc(F)ccc3OC)C2)cc1 (stereo not given) returned FEN1 inh 3% and N370S GC 0%.
COc1ccc(-c2ccc(CCC(=O)O)n2NC(=O)c2ccc(O)cc2)cc1 was read as FEN1 inh -2%, TDP1 block 3% and N370S GC -19%.
O=C(CCSc1nc(-c2ccco2)cc(C(F)(F)F)n1)N1CCN(c2ccccn2)CC1 was read as FEN1 inh -17%, TDP1 block 1% and N370S GC 1%.
Cc1ccc(Cn2ccc(NC(=O)c3nn(C)cc3[N+](=O)[O-])n2)cc1 was read as FEN1 inh 6%, TDP1 block 3% and N370S GC 19%.
`O=C(CSc1nnc(NC(=O)c2c(F)cccc2F)s1)NCC1CCCO1` (stereo not given) gave FEN1 inh 10% and N370S GC -3%.
Cc1cc(/C=C(\C#N)C(=O)NCc2ccccc2)cc(C)c1O was read as FEN1 inh 6% and N370S GC -19%.
Screening Cc1ccsc1C(=O)OCC(=O)c1cc(C)n(CC2CCCO2)c1C (stereo not given) returned FEN1 inh -16%, TDP1 block 4% and N370S GC -8%.
Screening CC(=O)N1CCc2cc(CNS(=O)(=O)c3ccc(Cl)s3)ccc21 returned FEN1 inh 13% and TDP1 block 5%.
Screening CN(Cc1nccn1C)C(=O)c1ccc(OC2CCN(CCc3ccccc3)CC2)cc1 returned FEN1 inh 8%, TDP1 block 1% and N370S GC 3%.
For CCN1C(=O)[C@H]2[C@@H](c3ccc(-c4ccc(F)cc4)c(OC)c3)N[C@@](CC(C)C)(C(=O)OC)[C@H]2C1=O the results were TDP1 block -4% and N370S GC -5%.
NN/C(=C\[N+](=O)[O-])Nc1ccccc1 was read as FEN1 inh -5%, TDP1 block 4% and N370S GC -6%.
O=C(Nc1cccc2ccccc12)c1ccc(OC(=S)N2CCOCC2)cc1 was read as FEN1 inh -6%, TDP1 block 7% and N370S GC -5%.
`COc1ccccc1OCC(=O)NNC(=O)CCCC(=O)NNC(=O)COc1ccccc1OC` gave FEN1 inh 6% and N370S GC 1%.
`CC(C)NC(=O)COc1cccc2ccccc12` gave FEN1 inh -3%, TDP1 block 5% and N370S GC 6%.
`COc1ccccc1NS(=O)(=O)c1ccc(NN=C2CCCC2)c([N+](=O)[O-])c1` gave FEN1 inh -19%, TDP1 block 11% and N370S GC 10%.
For CCn1cc(C(=O)NCCc2ccccc2)c(=O)c2cc(S(=O)(=O)N3CCc4ccccc4C3)ccc21 the results were FEN1 inh 7% and TDP1 block 2%.
`Cc1ccc(C(=O)NC(=S)N(C)C2CCCCC2)cc1Br` gave TDP1 block 6% and N370S GC -6%.
Screening O=C(NCc1ccc(F)cc1)C1CCN(S(=O)(=O)N2CCC3(CC2)OCCO3)CC1 returned FEN1 inh 3%, TDP1 block 7% and N370S GC 4%.
O=C(CCl)Nc1cc(S(=O)(=O)N2CCCCCC2)ccc1Cl was read as FEN1 inh -7%, TDP1 block -2% and N370S GC -2%.
Screening COC(=O)c1ccccc1NC(=O)CN1CCOCC1 returned FEN1 inh -15%, TDP1 block -2% and N370S GC 1%.
Screening O=C1CCCC(O)=C1C=Nc1ccc(O)cc1 returned FEN1 inh 9%, TDP1 block 5% and N370S GC -10%.
`O=C1CCN(CCCc2ccccc2)CCN1CCO` gave FEN1 inh 9% and N370S GC 1%.
For CCC(CC)=NNc1cccc([N+](=O)[O-])c1 the results were FEN1 inh 4%, TDP1 block 3% and N370S GC 5%.
`CCCc1cc(=O)[nH]c(SCC(=O)C(C)(C)C)n1` gave FEN1 inh -10%, TDP1 block 0% and N370S GC 0%.
Screening O=C(Nc1ccc2oc(=O)ccc2c1)c1ccccc1[N+](=O)[O-] returned FEN1 inh -1%, TDP1 block 5% and N370S GC 1%.
For NC(=O)NC(=O)Nc1ccccc1Cl the results were FEN1 inh 0%, TDP1 block 0% and N370S GC 16%.
Screening O=C(c1ccc(F)cc1)C1CCN(CCn2c(=S)[nH]c3ccccc3c2=O)CC1 returned TDP1 block 12% and N370S GC -3%&-5%.
Screening O=C(Cn1nc(-c2ccc3c(c2)OCCO3)ccc1=O)Nc1cccc(NC(=O)c2ccccn2)c1 returned TDP1 block 3% and N370S GC 3%.
For O=C1COc2ccc(C(=O)COC(=O)c3cccnc3Cl)cc2N1 the results were FEN1 inh 5%, TDP1 block 0% and N370S GC 6%.
`Cc1ccc2c(n1)CC(C)(C)CC2=O` gave FEN1 inh 4%, TDP1 block 5% and N370S GC -7%.

12 structures from above, arranged by heavy-atom count, descending:
Screening O=C(Cn1nc(-c2ccc3c(c2)OCCO3)ccc1=O)Nc1cccc(NC(=O)c2ccccn2)c1 returned TDP1 block 3% and N370S GC 3%.
`CCOc1ccc(NC(=O)CN(C)C(=O)CCCc2nc3ccccc3c(=O)[nH]2)cc1OCC` gave FEN1 inh 0% and N370S GC -7%.
`COc1ccc(CNC(=O)c2ccc3c(=O)n(CCCN4CCCC4=O)c(=S)[nH]c3c2)cc1` gave FEN1 inh -1%, TDP1 block 8% and N370S GC -1%.
Screening O=C(c1ccc(F)cc1)C1CCN(CCn2c(=S)[nH]c3ccccc3c2=O)CC1 returned TDP1 block 12% and N370S GC -3%&-5%.
Screening CCN(CC)c1ccc(C(=O)NNC(=O)CNC(=O)c2cccs2)cc1 returned FEN1 inh 17% and TDP1 block 3%.
For Cc1ccccc1NC(=O)c1ccccc1NC(=O)c1ccco1 the results were FEN1 inh -1%, TDP1 block 2% and N370S GC 2%.
Screening CC(=O)N1CCc2cc(CNS(=O)(=O)c3ccc(Cl)s3)ccc21 returned FEN1 inh 13% and TDP1 block 5%.
For CCCCCCCCCOC(=O)C[n+]1csc(CCO)c1C the results were FEN1 inh -12%, TDP1 block -3% and N370S GC -9%.
`O=C1CCN(CCCc2ccccc2)CCN1CCO` gave FEN1 inh 9% and N370S GC 1%.
`CC1CCCCN1C/C=C/c1ccccc1[N+](=O)[O-]` (stereo not given) gave FEN1 inh -8%, TDP1 block 3% and N370S GC 9%.
`Cc1ccc2c(n1)CC(C)(C)CC2=O` gave FEN1 inh 4%, TDP1 block 5% and N370S GC -7%.
Screening O=C(O)C1CCCN1 (stereo not given) returned TDP1 block 6% and N370S GC -9%.

(continued)
Screening Cc1cc(C)cc(C(=O)NCCCc2ccccc2)c1 returned FEN1 inh 8%, TDP1 block 0% and N370S GC 7%.
For CCOC(=O)c1c(NC(=O)COc2ccccc2OCC)sc2c1CC(C)(C)NC2(C)C the results were FEN1 inh -8%, TDP1 block 1% and N370S GC -6%.
`O=C(Cc1cccs1)N1CCN(S(=O)(=O)c2ccccc2)CC1` gave FEN1 inh 7%, TDP1 block -2% and N370S GC 4%.
For CCOC(=O)c1ccc(Nc2nnc(C(C)(C)C)c(=O)[nH]2)cc1 the results were FEN1 inh -3%, TDP1 block 5% and N370S GC 3%.
COCCn1c(C(=O)N2CCCC2)cc2c1C[C@H]1CN(C(=O)c3ccccc3)[C@@](Cc3ccc(F)cc3)(C(=O)OC)[C@@H]21 was read as FEN1 inh 8%, TDP1 block 8%&10% and N370S GC 2%&-1%.
`O=C(CN1CCOCC1)Nc1ncc(Cc2cccc(Cl)c2Cl)s1` gave FEN1 inh -18%, TDP1 block 5% and N370S GC -6%.
Screening CCOc1ccc(NC(=O)C(C)n2c(=O)cc(C)c3c(C)nn(-c4ccccc4)c32)cc1 (stereo not given) returned FEN1 inh 0% and TDP1 block 3%.
`Cc1nc(-c2ccccn2)nc(SCC(=O)N2CCOCC2)c1Cl` gave FEN1 inh 13%, TDP1 block 5% and N370S GC 12%.
Screening CN(c1ccc(C(=O)NCC2CCCO2)cc1)S(=O)(=O)c1ccccc1 (stereo not given) returned FEN1 inh 10%, TDP1 block -5% and N370S GC 2%.
Cc1c(C)n(Cc2ccc(F)cc2)c2ccc(C(=O)N3CCN(c4ccc(Cl)cc4)CC3)cc12 was read as FEN1 inh 0% and TDP1 block 5%.
`COc1ccc(-c2csc(NC(=O)COC(=O)Cc3ccc(Cl)cc3Cl)n2)cc1` gave TDP1 block -2% and N370S GC 0%.
`Cc1cc(NC(=O)Cn2c(=O)n(Cc3ccccc3)c(=O)c3ccccc32)no1` gave FEN1 inh -2%, TDP1 block 1% and N370S GC inconclusive.
